# Calpain2 inh: inhibitors of pig calpain II; purified calpain II, fluorogenic peptide substrate, 30 min; inhibition, % at 16 µM; 220,000 compounds, 0.37% hits;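 active = inhibition above about 50%, limit read from the data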
# Rad51 HR inh: Rad51 (human) homologous recombination inhibition | Q06609 | inhibition, % at 10 µM | hRad51 DNA strand exchange, fluorescence dequenching | 200,000 compounds, 0.085% hits;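 active = inhibition above 40% at the single screening dose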;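 note: 0% = DMSO control wells and 100% = blanks with heterologous ssDNA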
# Target sequence (Q06609 whole entry, looked up): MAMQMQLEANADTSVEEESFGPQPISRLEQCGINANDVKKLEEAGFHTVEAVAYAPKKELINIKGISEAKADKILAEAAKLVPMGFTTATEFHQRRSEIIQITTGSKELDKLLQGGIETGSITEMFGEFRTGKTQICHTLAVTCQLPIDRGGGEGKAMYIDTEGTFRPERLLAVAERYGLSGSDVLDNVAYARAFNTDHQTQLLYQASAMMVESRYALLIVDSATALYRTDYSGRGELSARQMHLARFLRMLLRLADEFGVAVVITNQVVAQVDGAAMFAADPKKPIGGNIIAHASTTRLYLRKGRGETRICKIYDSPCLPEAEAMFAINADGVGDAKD
#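 material = hRad51 filaments on single-stranded DNA | reagent = Donor/quencher-labelled 47-bp dsDNA substrate | compound = 10 µM final, single point | schedule = strand-exchange reaction 15 min at room temperature | measured by = fluorescein emission 520 nm, excitation 485 nm | read-out basis = % inhibition versus plate control and blank means | benchmarks = plate controls and plate blanks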
# zVAD death inh: blocks zVAD induced death of L929 cells | 220,000 compounds, 0.38% hits | viability rescue, % at 10 µM | L929 zVAD necroptosis rescue, ATP luminescence, 24 h; with zVAD 60 µM;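 active = activation, scaled between plate controls, above about 75%, limit read from the data; inactive = activation under that limit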;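 note: 0% = zVAD with DMSO and 100% = DMSO alone without zVAD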
# MDM2 E3 inh: Mdm2 E3 ligase (human) inhibition; Q00987; cell-based MDM2 ubiquitination luciferase reporter, 2 h; 0 = plate control, 100 = twice control, blank-subtracted; signal enhancement, % at 5 µM; 210,000 compounds, 0.11% hits; AID 1230;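 active = signal enhancement of 30% or more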;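 note: luminescence tracks abundance of the self-degrading MDM2-luciferase fusion protein; higher signal means inhibition of MDM2 E3 ligase activity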
# Target sequence (Q00987 whole entry, looked up, the tested form may be a part): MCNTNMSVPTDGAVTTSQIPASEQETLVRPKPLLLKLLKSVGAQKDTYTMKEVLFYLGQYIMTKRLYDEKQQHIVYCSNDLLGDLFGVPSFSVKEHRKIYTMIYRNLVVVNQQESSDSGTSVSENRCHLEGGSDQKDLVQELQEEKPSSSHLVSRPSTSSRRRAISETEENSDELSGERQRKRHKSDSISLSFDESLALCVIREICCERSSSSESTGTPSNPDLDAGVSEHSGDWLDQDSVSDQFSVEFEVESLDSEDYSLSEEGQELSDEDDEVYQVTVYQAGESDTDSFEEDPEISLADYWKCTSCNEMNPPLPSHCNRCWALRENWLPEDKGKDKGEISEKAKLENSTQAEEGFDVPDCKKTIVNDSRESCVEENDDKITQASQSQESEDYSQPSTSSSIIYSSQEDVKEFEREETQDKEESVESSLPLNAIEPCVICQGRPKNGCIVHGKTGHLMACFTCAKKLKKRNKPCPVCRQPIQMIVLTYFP
#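 Assay system: stable mammalian line carrying autodegrading MDM2–luciferase fusion reporter; Input: 2000 cells in each well; Compound dosing: single-point 5 µM; Schedule: 2 h compound exposure at 37 °C; Signal: SteadyLite luciferase luminescence after 15 min room-temperature reagent incubation; Evaluation: % luminescence enhancement versus blank-corrected plate control mean; Benchmarks: plate controls and plate blanks.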
# PERK inhibitor: blocks human PERK kinase | Q9NZJ5 | CHO PERK-DD fusion, SEAP luminescence translation reporter | inhibition, % at 5.6 µM | 220,000 compounds, 0.17% hits | AID 1416;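 active = inhibition above the mean inhibition of all tested compounds plus 3 SD, set separately per screening campaign, cut at about 2.9% in these data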;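 note: PERK kinase domain activated by AP20187 dimerizer at 100 nM; 0% = DMSO with dimerizer and 100% = rapamycin at 8.4 µM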
# eIF4E-4G inh: eIF4E/eIF4G interaction inhibition in translation initiation. inhibition, % at 21.7 µM. TR-FRET eIF4E-eIF4GI(517-606) binding, 2 h. P63073+Q04637. AID 782. 220,000 compounds, 0.37% hits;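 active = inhibition above about 30%, limit read from the data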;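 note: 0% = full FRET control wells and 100% = background wells lacking eIF4GI fragment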
# EBV gp42 block: EBV gp42 inhibition; Q1HVG2; AID 1085; 220,000 compounds, 0.42% hits; Fluorescence polarization binding assay, mP read-out; inhibition, % (tested at 21.74 µM); in the data active = inhibition above about 50%
# Target sequence (Q1HVG2 whole entry, looked up): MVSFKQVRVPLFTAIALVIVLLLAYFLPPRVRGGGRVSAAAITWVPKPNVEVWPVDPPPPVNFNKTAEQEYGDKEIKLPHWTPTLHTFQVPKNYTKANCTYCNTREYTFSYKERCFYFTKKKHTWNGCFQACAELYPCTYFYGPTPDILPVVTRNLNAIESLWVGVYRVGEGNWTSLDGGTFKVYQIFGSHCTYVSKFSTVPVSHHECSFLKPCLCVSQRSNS
# TNF necrop inh: TNF-alpha cell death inhibition in Jurkat FADD-/- cells | 220,000 compounds, 0.068% hits | activation (protection from cell death), % at 10 µM | Jurkat FADD-/- TNF necroptosis rescue, ATP luminescence, 24 h; 0 = TNF only, 100 = no-TNF cells;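 active = activation, meaning protection from cell death, of at least 50% relative to plate controls; inactive = activation below 50%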;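 note: necroptosis triggered by 40 ng/mL TNF-alpha added together with compound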
# KCC2 mod: KCC2 (human) Cl- transport modulation. 190,000 compounds, 2.2% hits. KCC2 cells, thallium flux FluoZin-2 fluorescence. B-score of Tl+ flux slope (higher = more flux/activation; lower = inhibition) at 10 µM;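 active = thallium flux slope and its plate-corrected score both differing from the plate sample mean at a set confidence after two filtering rounds, in either direction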;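 note: slope of fluorescence scaled to starting intensity during 10 to 20 s after thallium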
# * hit, by the source's call; i = inactive; . = no result given; [ ] = remark or other dose. The order is random (roughly 3.6% active in at least one column).
SMILES,Calpain2 inh,Rad51 HR inh,zVAD death inh,MDM2 E3 inh,PERK inhibitor,eIF4E-4G inh,EBV gp42 block,TNF necrop inh,KCC2 mod
C/C(CCC12CC3CC(CC(C3)C1)C2)=N\NC(N)=S,-3,0,-2.0,-19,1.2,3,-7,-12,2
COc1ccc(C(=O)C2CCCN(C(=O)CCc3ccccn3)C2)c(C)c1 (configuration not stated),-20,3,0.4,-6,-0.2,1,-4,-0.1,0.049
Cn1nc(N)nc1N1CCN(c2ccc(F)cc2)CC1,-10,12,0.2,-1,0.7,2,-13,0.4,.
NNC(=O)c1cc2c(ccc3ccccc32)o1,-19,-13,3.6,-19,1.4,3,-7,0.2,1.1
O=C(Cn1nnc(-c2ccccc2NC(=O)c2ccccc2F)n1)NC1CCCC1,-103,2,0.4,-1,-0.1,-1,-7,0.8,.
CCCNC(=O)c1ccc2c(=O)n(Cc3ccco3)c(=S)[nH]c2c1,-38,2,-0.1,1,0.7,-7,-3,0.9,-0.31
CC(O)CNc1nc2ccccc2n1CC(=O)NC12CC3CC(CC(C3)C1)C2 (configuration not stated),-37,-12,6.7,-24,-0.2,2,-20,2.7,-0.69
CCC(CO)Nc1ncnc2c1cnn2-c1ccc(Cl)cc1 (configuration not stated),-40,4,-0.7,-34,-0.2,1,-4,-1.5,-1.2
Cn1c(=N)n(CC(O)c2ccccc2)c2ccccc21 (configuration not stated),3,6,-0.5,8,-0.6,2[fluorescence artefact?],-2,1.3,.
Cc1nc(C(=O)N(C)C)nn1-c1ccc(Cl)cc1Cl,0,-2,-0.2,-7,0.6,3,-26,-4.1,-0.18
Cc1ccc2nc(C)cc(N/N=C/c3ccc(F)cc3)c2c1,-96,.,1.2,.,0.5,1,-9,-0.2,-0.73
COc1ccc(N=C2C(=O)Nc3ccccc32)cc1,3,-1,0.1,-13,0.7,-5,-18,-2.5,-0.085

# Compound profiles (already shown):
# CC(O)CNc1nc2ccccc2n1CC(=O)NC12CC3CC(CC(C3)C1)C2 (configuration not stated) reads Calpain2 inh: -37; Rad51 HR inh: -12; zVAD death inh: 6.7; MDM2 E3 inh: -24; PERK inhibitor: -0.2; eIF4E-4G inh: 2; EBV gp42 block: -20; TNF necrop inh: 2.7; KCC2 mod: -0.69
# COc1ccc(C(=O)C2CCCN(C(=O)CCc3ccccn3)C2)c(C)c1 (configuration not stated) reads Calpain2 inh: -20; Rad51 HR inh: 3; zVAD death inh: 0.4; MDM2 E3 inh: -6; PERK inhibitor: -0.2; eIF4E-4G inh: 1; EBV gp42 block: -4; TNF necrop inh: -0.1; KCC2 mod: 0.049
# COc1ccc(N=C2C(=O)Nc3ccccc32)cc1 reads Calpain2 inh: 3; Rad51 HR inh: -1; zVAD death inh: 0.1; MDM2 E3 inh: -13; PERK inhibitor: 0.7; eIF4E-4G inh: -5; EBV gp42 block: -18; TNF necrop inh: -2.5; KCC2 mod: -0.085

# (cont.)
SMILES,Calpain2 inh,Rad51 HR inh,zVAD death inh,MDM2 E3 inh,PERK inhibitor,eIF4E-4G inh,EBV gp42 block,TNF necrop inh,KCC2 mod
O=C(O)c1cc(S(=O)(=O)N2CCOCC2)c(Sc2ccccn2)cc1Sc1ccccn1,18,12,2.2,-20,-0.6,4,-7,0.4,-1.1
O=C(Nc1nnc(-c2ccco2)o1)c1cccc(Cl)c1,1,2,-0.6,-7,0.4,-2,-17,-1.5,24*
O=C(O)/C=C\C(=O)Nc1ccc(N2CCN(c3cccc(Cl)c3)CC2)cc1,-18,-17,8.7,-12,-0.4,7,-3,0.6,-0.074
CCOC(=O)N1CCC(N(CCCOC)C(=O)Nc2ccc(CC)cc2)CC1,-11,-5,0.3,-12,-0.6,-6,-5,-0.6,-0.3
CCCC(=O)c1ccc(N2CCCCC2)c(F)c1,-66,15,0.7,-14,2.1,-1,0,0.0,-0.19
COc1cccc(-n2c(Cc3cc(=O)[nH]c(=O)[nH]3)nnc2SCC(=O)NC2CCCCC2)c1,-15,19,0.3,-23,1.4,-1,-13,0.5,-1.4
NC(=O)CC(NC(=O)Cc1ccc(Br)cc1)c1ccc(NCc2ccc(F)cc2)c([N+](=O)[O-])c1 (configuration not stated),6,-9,-0.4,-7,.,-7,-20,-0.1,0.26
Oc1ccccc1-c1nc(N2CCCC2)c2ccccc2n1,-295,-5,-0.6,3,0.4,12[fluorescence artefact?],6,1.0,-0.03
Cc1cc(NC(=O)c2cc(-c3ccc(O)cc3)on2)no1,-2,18,0.7,-8,0.0,-3,-9,-1.1,0.61
CCN/C=C(\C#N)S(=O)(=O)c1ccc(Br)cc1,-7,8,-0.5,-7,0.9,0,-12,0.9,0.92
Cc1ccc(NC(=O)c2c(C)noc2C)cc1,-19,-4,0.4,-14,0.4,0,-14,1.3,0.25
CC(=O)c1cccc(NC(=S)NNC(=O)c2ccc(C)c([N+](=O)[O-])c2)c1,-42,1,4.9,-3,-0.1,-2,4,-0.3,-0.59
CCCCCCCCNc1nc(Cl)nc(NCCN2CCOCC2)n1,4,9,1.8,-12,-0.3,-3,-14,2.6,0.86
Cn1cc(S(=O)(=O)Oc2ccccc2)c(=O)n(C)c1=O,7,.,-0.8,-6,0.4,4,-11,-0.2,.
COc1ccc(N(CC(=O)N2CCN(c3ccccc3F)CC2)S(=O)(=O)c2c(C)n[nH]c2C)cc1,-5,0,-0.6,-13,-0.2,1,-8,-0.4,-3.1
Nc1c(C2=NCCO2)nnn1Cc1ccccc1,4,-5,-0.1,-15,-0.5,-8,-19,0.0,0.55
O=C(c1ccco1)N1CCN=C1SCc1ccccc1Cl,-7,-1,3.9,-4,1.2,1,-19,-0.1,0.027
Nc1nc(N)c(N=Nc2ccc(S(N)(=O)=O)cc2)c(=O)[nH]1,-13,14,0.2,-10,0.9,1,-1,1.1,0.81
Cc1ccc(S(=O)(=O)N2CCC(C(=O)N3CCC(C(=O)NCc4cccnc4)CC3)CC2)cc1,16,2,-0.2,-7,-0.8,5,-2,-0.5,0.83
C=CCc1c(C)nc(-c2ccccc2)nc1Nc1ccccc1O,-3,-201,1.6,-6,0.4,0,-17,2.6,1
O=C(NCc1ccco1)c1cccs1,-22,19,0.0,-4,0.2,4,-3,0.9,0.9
CCCCN1C(=O)C(NC(C)=O)c2ccccc21 (configuration not stated),-12,-8,-0.1,-6,0.2,2[fluorescence artefact?],-5,0.6,1.3
COc1ccc(S(=O)(=O)Nc2c(F)cccc2F)cc1,10,-12,6.1,-8,0.1,2,2,0.7,0.46
N#CC1=C(N)Oc2n[nH]c(-c3ccccc3)c2C12C(=O)Nc1ccccc12 (configuration not stated),5,10,2.4,11,-0.1,2,-14,-0.4,0.038
CCC(C)n1nccc1NC(=O)C(C)Cl (configuration not stated),0,6,1.4,-16,0.6,-6,-2,-1.1,1
O=C(Oc1ccc2cccc(OC(=O)N3CCOCC3)c2c1)N1CCOCC1,-38,4,0.4,-18,-0.1,-3,-24,1.9,.
CCCCNC(=O)Nc1nc2ccccc2s1,11,3,57,-13,0.2,-3,4,6.7,0.32
Cc1nc2ccc([N+](=O)[O-])cc2nc1C,14,-5,-1.3,2,-0.2,5,0,0.1,.
COc1ccccc1NC(=O)CSc1ncn[nH]1,-5,5,0.0,-8,2.3,2[fluorescence artefact?],-24,-1.4,1.4
CC(C)(C)c1ccc(COn2c(=O)c(-c3ccco3)[n+]([O-])c3ccccc32)cc1,-31,2,0.7,-26,-0.4,2,-29,-1.2,-0.083
CC(=O)N1c2ccc(S(=O)(=O)CCC(=O)O)cc2CC1C (configuration not stated),-24,-6,0.3,-2,0.6,4[fluorescence artefact?],8,-1.2,-0.82
CCCCNS(=O)(=O)c1ccc2nc(-c3cccnc3)cc(C(=O)NCCCN(CC)CC)c2c1,9,2,1.0,4,-0.2,2,-4,2.0,0.037
CCOc1ccccc1N(CC(=O)N/N=C/c1cc(Br)ccc1OC)S(C)(=O)=O,-8,16,0.6,9,-0.4,6,-9,-2.5,-0.41
S=c1[nH]nc(-c2ccco2)n1/N=C/c1ccc(Cl)cc1,19,-5,1.8,-14,1.2,33*,-19,1.3,4.1*
O=c1nc2ccccc2c(NS(=O)(=O)c2ccc(Cl)cc2)n1-c1ccccc1,-62,3,0.2,0,1.1,-10,-14,-1.9,.
O=c1c2sccc2nc(SCc2cc(=O)n3ccccc3n2)n1Cc1ccccn1,-34,12,-1.6,-5,-0.5,-4,0,-1.9,-0.45
COc1ccccc1NC(=O)c1cc2ccccc2nc1C,-18,6,0.8,-12,0.3,3,1,1.2,-0.86
N#C/C(=C(/O)CN1CCCC1)c1nc(-c2ccccc2)cs1,1,-10,2.0,-12,1.5,3,-10,4.1,0.17
COc1cccc(N2CCN(C(=S)Nc3cccc(C)c3)CC2)c1,8,2,1.0,-9,-1.0,-5[fluorescence artefact?],-14,-2.2,1.3
O=c1nc2c(O)cccn2c2c1c(=O)[nH]c1ccccc12,-41,-38,2.6,-7,0.8,9[fluorescence artefact?],104*,0.0,i
COc1ccc(C)cc1NC(=O)CN(Cc1nnc(-c2ccc(Cl)cc2)o1)C1CCCC1,21,-15,-0.5,-14,-1.8,0,3,0.4,0.62
Nn1cc(-c2ccccc2)nc1SCC(=O)Nc1ccc(S(N)(=O)=O)cc1,11,.,0.3,4,-0.3,-5,-3,6.1,0.075
Oc1ccccc1-c1nc2ccccc2nc1-c1ccccc1,18,18,2.1,0,0.5,-3,-13,2.4,-1.3
CN(C)CCCN(C(=O)CCc1ccccc1)c1nc2c(F)cccc2s1,23,0,-0.7,-23,-1.7,-20,0,1.4,-0.4
Cc1ccc(S(=O)(=O)N2CCN(C3CCC(c4ccccc4)CC3)CC2)cc1 (configuration not stated),17,.,-0.2,1,2.3,-1,5,-1.3,.
O=C(CN1C(=O)c2ccccc2S1(=O)=O)NCc1ccccc1Cl,-20,-1,0.9,-15,1.1,-1,-10,1.7,0.042
O=C1CN(C(=O)CN2C(=O)NC3(CCCCC3)C2=O)c2ccccc2N1,-26,3,1.1,-7,-0.4,-6,-8,-1.2,0.67
CCOC(=O)c1cnc2c(cnn2C)c1NCCC(O)C(F)(F)F (configuration not stated),-31,1,-0.2,-5,0.0,4,-21,-1.1,.
CNC(=O)C1C2C=CC3(O2)C1C(=O)N(C1CC1)C3C(=O)NCc1ccc(OC)cc1 (configuration not stated),-18,6,0.2,-14,1.1,-9,-15,-1.2,0.42

# In the list so far, 3 have a COOH group:
SMILES,Calpain2 inh,Rad51 HR inh,zVAD death inh,MDM2 E3 inh,PERK inhibitor,eIF4E-4G inh,EBV gp42 block,TNF necrop inh,KCC2 mod
O=C(O)c1cc(S(=O)(=O)N2CCOCC2)c(Sc2ccccn2)cc1Sc1ccccn1,18,12,2.2,-20,-0.6,4,-7,0.4,-1.1
O=C(O)/C=C\C(=O)Nc1ccc(N2CCN(c3cccc(Cl)c3)CC2)cc1,-18,-17,8.7,-12,-0.4,7,-3,0.6,-0.074
CC(=O)N1c2ccc(S(=O)(=O)CCC(=O)O)cc2CC1C (configuration not stated),-24,-6,0.3,-2,0.6,4[fluorescence artefact?],8,-1.2,-0.82

# Screening data as filed in PubChem.
